KOR beta-arrestin-1 = KOR agonists, beta-arrestin recruitment, primary screen, cell-based, luminescence, uHTS (AID 1777). KOR beta-arrestin recruitment, luminescence; higher % means a stronger effect. activation, % at 10 µM, or EC50 in µM where a hit was titrated. hit rate 0.02% among 280,000; in the data active means activation above about 50%, passing the limit was not always enough; further: a part of the inactive calls stands beside numbers as strong as those of hits
XIAP antagonists = XIAP antagonists, biochemical, IAP family, fluorescence polarization (AID 1018) | XIAP BIR domain, fluorescence polarization peptide displacement; higher % means a stronger effect | displacement, % at 20 µM; hits with a dose series show IC50 in µM | hit rate 0.007% among 200,000; in the data active means displacement above about 50%; further: a part of the inactive calls stands beside numbers as strong as those of hits
KOR beta-arrestin-2 = kappa opioid receptor blockers – cell-based, luminescence, uHTS (AID 1778). KOR beta-arrestin recruitment, luminescence, antagonist mode; higher % means a stronger effect. inhibition, % at 10 µM; hits with a dose series show IC50 in µM. hit rate 0.091% among 290,000; further: strong numbers were not always called active
human PMI inhibition = MPI enzyme activity inhibition – biochemical, fluorescence intensity, coupled assay, primary screen (AID 1209). purified PMI enzyme, coupled fluorescence intensity; higher % means a stronger effect. hit rate 0.42% among 190,000. one-dose inhibition, % at 20 µM; IC50 in µM for titrated hits;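 further: plate controls were DMSO vehicle for no effect and wells lacking substrate for full effect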
PMI inhibition = human PMI inhibitors, high substrate, primary screen, biochemical, fluorescence intensity, high mannose 6-phosphate (AID 1220); inhibition, % at 20 µM, or IC50 in µM where a hit was titrated; recombinant PMI enzyme, coupled fluorescence intensity; higher % means a stronger effect; hit rate 0.66% among 190,000
HEK293 NOD2/NF-kB = NOD2 signaling inhibitors, cell-based, luminescence, uHTS, HEK293 (AID 1566). HEK293 NOD2/NF-kB luciferase reporter, luminescence; higher % means a stronger effect. hit rate 0.63% among 290,000. one-dose inhibition, % at 4 µM; EC50 in µM for titrated hits; further: many of its hits are not listed in these tables
TNAP activators = human TNAP enzyme activators, primary screen, biochemical, luminescent, no phosphate acceptor, uHTS (AID 1001). purified TNAP, luminescent activation assay, no phosphate acceptor; higher activation fold means a stronger effect. hit rate 0.03% among 200,000. one-dose activation fold at 20 µM; EC50 in µM for titrated hits; in the data active means activation fold from about 3, or a potency from the dose series; inactive means the rest, 99 in 100 with activation fold below about 1.6; further: many of its hits are not listed in these tables
NOD1 inhibition = inhibition of NOD1-driven NF-kB reporter – cell-based, luminescence, uHTS, primary screen (AID 1578); inhibition, % at 4 µM; hits with a dose series show EC50 in µM; NOD1-driven NF-kB luciferase reporter cells, luminescence; higher % means a stronger effect; hit rate 1% among 290,000; in the data active means inhibition mostly above about 36%, no sharp cut-off; inactive means mostly below about 34%;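 further: HEK-293T reporter cells stimulated with the NOD1 agonist gamma-tri-DAP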
LYP inhibition = inhibitors of LYP phosphatase, biochemical, fluorescence intensity, uHTS (AID 1779); recombinant LYP phosphatase, fluorescence intensity; higher % means a stronger effect; inhibition, % at 11.5 µM, or IC50 in µM where a hit was titrated; hit rate 0.054% among 290,000;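 further: plate controls were vehicle with enzyme for no effect and no enzyme for full effect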
* marks the source's active call; other numbers are inactive results; x = no result given; [ ] = remark or other dose. Unless noted, no stated cut-off is given here; in the data, active means inhibition above about 50%; inactive means the rest. Only part of the results is shown; the hit share may differ from the screen's.

Compound,HEK293 NOD2/NF-kB,human PMI inhibition,KOR beta-arrestin-2,TNAP activators,XIAP antagonists,LYP inhibition,PMI inhibition,KOR beta-arrestin-1,NOD1 inhibition
CC(=O)N(c1cccc(C)c1)C1SC(=O)N(c2ccccc2)C1=O (configuration not stated),2%,-3%,4%,0.7,-7.1%,-2%,-5%,-5.7%,-17%
CN(Cc1nc(-c2ccccn2)no1)S(=O)(=O)c1ccc(Cl)cc1,14%,11%,4%,1.1,-1.7%,-6%,7%,-4.1%,-3%
CC(=O)c1cc(C(=O)Nc2ccc(C(=O)O)cc2)oc1C,-4%,4%,17%,1,-3.8%,-6%,5%,1.3%,-22%
COc1ccc(NS(=O)(=O)c2cccc(C(=O)N/N=C/c3cccs3)c2)cc1,1%,-4%,12%,1.1,-3.2%,-7%,-4%,-3.9%,8%
C/C(=N\NC(=O)c1ccc(N/N=C(\C)c2ccncc2)cc1)c1ccncc1,24%,-23%,-9%,1,-0.7%,6%,-6%,3.1%,-16%
N#C/C(=C(/O)COC(=O)CCc1ccc(S(=O)(=O)N2CCOCC2)cc1)c1nc2ccccc2[nH]1,-111%,12%,20%,1.2,-6.7%,1%,30%,-5.7%,93%*
CCN(CC)CCCNC(=O)CNC(=S)N(CCCN1CCOCC1)Cc1cccs1,19%,12%,-2%,2.1,-5.7%,-2%,8%,-3.6%,-24%
CCc1nc(Nc2ccccc2)c2oc3ccccc3c2n1,-6%,11%,-8%,1.1,-19%,1%,8%,0.3%,61%
CC(=O)N(C1CC(C)C(C#N)(C#N)C1(C#N)C#N)N(C)C (configuration not stated),-6%,5%,18%[20 µM],1.1,0.1%,-5%,5%,-1.6%,-12%
CN(Cc1ccccc1)Cc1nc2c([nH]1)c(=O)[nH]c(=O)n2C,0%,9%,-10%,1.1,-1.2%,-4%,3%,1.6%,-20%
COc1ccc(-c2cc3c(nn2)-c2ccccc2C3=O)cc1,-52%,-22%,-14%,1.1,-5.2%,1%,1%,-7.8%,19%
CC(C)N(C(=O)Cn1c(SCC(=O)N2CCN(c3ccccc3)CC2)nc2ccccc21)C(C)C,-4%,-4%,x,1.1,-0.9%,-8%,2%,x,7%
CC(OC(=O)CN1C(=O)NC2(CCCC2)C1=O)C(=O)Nc1cccc(Cl)c1 (configuration not stated),8%,x,20%,x,x,-6%,x,-3.8%,-24%
O=c1cnnc(Nc2ccccc2)[nH]1,8%,-14%,-2%,1.1,-3.2%,1%,-6%,0.0%,-27%
Cc1c(F)cccc1NS(=O)(=O)c1ccc2c(c1)n(C)c(=O)c(=O)n2C,4%,x,4%,x,x,-11%,x,0.3%,-28%
Cc1ccc(S(=O)(=O)N2CC=C(c3c(C)n(C)c4ccccc34)CC2)cc1,7%,-3%,-24%,1.1,-7.1%,-5%,-2%,1.6%,5%
CCOC(CNC(=O)c1cccn2c(=O)c3cc(Cl)ccc3nc12)OCC,-3%,-3%,-36%,1,-4.8%,2%,-6%,4.0%,7%
COc1ccc(NC2CCCN(C(=O)CN3C(=O)c4ccccc4C3=O)C2)cc1OC (configuration not stated),-4%,x,5%,x,x,-7%,x,-2.9%,-25%
CC(=O)NC1C(Oc2cccc(C)c2)OC2COC(c3ccco3)OC2C1O (configuration not stated),3%,4%,29%,1.1,-4.5%,-7%,0%,-7.8%,-1%
CCc1cccc(C)c1NC(=O)C(c1ccc(O)cc1)N1CCC1=O (configuration not stated),9%,7%,26%,1.1,-6.5%,-6%,-3%,1.3%,-13%
Fc1ccccc1N1CCN(c2ncnc3nc[nH]c23)CC1,2%,x,28%,x,x,-8%,x,2.4%,-8%
O=C(Nc1ccc(Br)cc1C(=O)O)c1ccc2c(c1)C(=O)N(Cc1ccccc1)C2=O,19%,x,-8%,x,x,-11%,x,-1.1%,-2%
O=C(Nc1ccc(Cl)cc1)C1=Cc2cc(Cl)ccc2OC1,-5%,5%,-38%,1,-4.3%,11%,2%,8.9%,-34%
O=C(Cn1c(=S)[nH]c2ccccc21)c1ccccc1,13%,-3%,-30%,1.3,-2.8%,-4%,-3%,5.0%,-2%
CCCCOc1ccc(-c2nc(-c3cccnc3)no2)cc1,-52%,3%,9%,1.1,-7.7%,-2%,-1%,6.3%,-28%
CN1CCN(C(=O)C2=C[C@@H](c3ccc(Br)cc3)C[C@@H](OCc3ccc(CO)cc3)O2)CC1,18%,7%,-4%,1.1,-2.0%,2%,4%,-0.9%,-8%
O=C(/C=C/c1c[nH]c2ccccc12)c1ccccc1,-49%,36%,10%,1.1,-1.6%,1%,52%*,5.3%,29%
CCCC1=C(C(=O)OCC)C(c2ccc(OC)c(C)c2OC)C(C#N)=C(N)O1 (configuration not stated),14%,27%,40%,1,-7.1%,2%,23%,-1.4%,3%
CCCC1(c2ccccc2)NC(=O)N(CC(=O)c2[nH]c(C)c(C(=O)OCC)c2C)C1=O (configuration not stated),20%,10%,2%,1.1,-9.6%,-2%,8%,-5.8%,9%
CC(C)C(=O)Nc1nnc(CCN2CCCCC2)s1,3%,7%,45%,1.1,-1.9%,-8%,-2%,3.7%,8%

2 entries picked at random from those above, as already listed:
Compound,HEK293 NOD2/NF-kB,human PMI inhibition,KOR beta-arrestin-2,TNAP activators,XIAP antagonists,LYP inhibition,PMI inhibition,KOR beta-arrestin-1,NOD1 inhibition
CC(C)C(=O)Nc1nnc(CCN2CCCCC2)s1,3%,7%,45%,1.1,-1.9%,-8%,-2%,3.7%,8%
CC(OC(=O)CN1C(=O)NC2(CCCC2)C1=O)C(=O)Nc1cccc(Cl)c1 (configuration not stated),8%,x,20%,x,x,-6%,x,-3.8%,-24%

The list goes on.
Compound,HEK293 NOD2/NF-kB,human PMI inhibition,KOR beta-arrestin-2,TNAP activators,XIAP antagonists,LYP inhibition,PMI inhibition,KOR beta-arrestin-1,NOD1 inhibition
CC(C)(C)c1ccc(S(=O)(=O)NCC2CCCO2)cc1 (configuration not stated),15%,x,-16%[20 µM],x,x,-6%,x,-3.2%,-12%
c1cncc(-c2nnc(SCc3nc4ccccc4[nH]3)o2)c1,2%,10%,20%,1.3,0.3%,-7%,7%,-4.0%,-5%
O=C(O)c1c[nH]c2ccc(S(=O)(=O)N3CCN(c4ccc(F)cc4)CC3)cc2c1=O,2%,12%,4%,1.1,-1.7%,-1%,6%,-2.9%,-28%
O=c1[nH]c2ccc(Br)cc2c(-c2ccccc2)c1N1CCOCC1,18%,13%,0%,1,-3.5%,-5%,8%,8.3%,22%
N#CCc1nc(-c2cc3ccccc3oc2=O)cs1,-19%,-9%,9%,1.2,-5.8%,-3%,0%,-0.2%,-22%
C/C(CC(=O)Nc1cccnc1)=N\NC(=O)C(=O)NC(C)C,-13%,x,-3%,x,x,-9%,x,6.9%,-8%
COCC(=O)N1CCC(Oc2ccc(C(=O)N3CCSCC3)cc2)CC1,-6%,x,-5%,x,x,-8%,x,5.8%,-15%
CCC12CC3CC(C1)CC(C(=O)NNC(N)=O)(C3)C2,-3%,x,15%,x,x,-5%,x,4.6%,-9%
Cc1cccnc1N(C(=O)Nc1cccc(Cl)c1)C1=NCC(C)(C)S1,15%,1%,21%,1.1,-2.5%,-3%,0%,1.1%,-28%
CC1CCc2nc3ccc(S(=O)(=O)N4CCC(C(=O)NC(C)c5ccccc5)CC4)cc3c(C(=O)O)c2C1 (configuration not stated),2%,x,-45%,x,x,-6%,x,2.5%,-17%
O=C(Cn1c(=O)oc2ccccc21)N1CCCC1,16%,x,1%,x,x,-12%,x,-1.4%,8%
Cc1c(Cl)c(C(F)(F)F)nn1CC(=O)NCc1ccccc1,0%,8%,16%,1.1,-7.7%,-4%,9%,-5.6%,-15%
O=C(CSc1ccccn1)Nc1ccc(N2CCOCC2)cc1,1%,1%,1%,1.2,-4.6%,-7%,10%,-0.9%,-13%
Oc1ccc(C=NCCc2ccccc2)cc1,-1%,x,1%,x,x,-8%,x,-2.8%,-12%
COc1ccc(C2C3=C(CCCC3=O)N(CC(=O)O)C3=C2C(=O)CCC3)cc1,7%,x,-3%,x,x,-5%,x,3.4%,-23%
Cc1cc(C)n(Cc2ccc(C(=O)N/N=C/c3ccc(-c4ccc([N+](=O)[O-])cc4)o3)o2)n1,-93%,x,-9%,x,x,-8%,x,4.7%,-104%
Cc1ccc(S(=O)(=O)NC(=O)NCc2ccccn2)cc1,9%,-9%,-13%,1,0.4%,-8%,-7%,-2.2%,-32%
CC(C)N(C(=S)Nc1cccc(S(=O)(=O)N(C)C)c1)c1ccccc1,13%,x,36%,x,x,0%,x,-3.1%,-8%
O=C(N/N=C/c1cn[nH]c1-c1ccc(Cl)cc1)c1ccc([N+](=O)[O-])cc1,-5%,6%,-6%[20 µM],1.3,-2.2%,2%,-1%,x,1%
COc1ccccc1NC(=O)c1ccc(C)c(S(=O)(=O)N2CCCCC2)c1,-2%,x,21%,x,x,0%,x,-3.7%,7%
Cc1cc(=O)[nH]c(SCC(=O)Nc2cccc(C(F)(F)F)c2)n1,4%,11%,-10%,1.1,3.0%,4%,5%,-3.1%,-12%
C/C(=N/NC(=O)CNC(=O)Cc1ccc(Cl)cc1)c1ccco1,1%,x,18%,x,x,-3%,x,-0.9%,-8%
Cc1ccc(S(=O)(=O)N2CCN(Cc3nc4sc(C)c(C)c4c(=O)[nH]3)CC2)cc1,-17%,9%,-54%,1.1,-7.0%,-5%,-3%,3.9%,-21%
Cc1ccccc1NC(=O)C(=O)NCCc1c[nH]c2ccccc12,-9%,18%,-4%,1.2,9.5%,-1%,14%,-9.1%,-23%
Fc1ccc(Oc2nc(-c3ccccn3)nc3ccccc23)cc1,24%,x,28%,x,x,-6%,x,-2.9%,-4%
CC(C)CCNC(=O)CCCn1c(=O)[nH]c2ccc(Br)cc2c1=O,16%,11%,-11%,1,-6.9%,-8%,5%,1.5%,-8%
Cc1ccc(C)c(NC(=S)NC2CC3CCCC(C2)N3CC(C)C)c1 (configuration not stated),14%,-3%,6%,1.2,2.3%,-9%,-2%,-4.8%,14%
Fc1ccc(-c2n[nH]c(=S)n2Cc2ccccc2)cc1,4%,x,0%,x,x,2%,x,2.1%,0%
CN(C)S(=O)(=O)c1cccc(C(=O)NCCOC(=O)c2cc(F)c(F)cc2Cl)c1,17%,x,-10%,x,x,-5%,x,0.8%,12%
c1ccc(CSc2nnc(-c3ccco3)o2)cc1,-20%,x,32%,x,x,-5%,x,0.7%,2%
CCOc1cc2c(cc1C(C)(C)C)NC(=O)CS2,2%,13%,-26%,1.1,3.7%,-1%,11%,1.6%,7%
Cc1ccccc1NC(=O)N1CCC(C(=O)c2ccc(F)cc2)CC1,6%,-1%,-4%,1.1,-2.2%,-8%,-3%,-1.8%,-22%
CCCNC(=O)NS(=O)(=O)c1cnccc1Sc1ccc(Cl)cc1,14%,-6%,13%,1,-1.1%,-7%,-8%,6.5%,1%
Cc1ccc(-n2c(SCC(N)=O)nc3c(c2=O)C2(CCCC2)Cc2ccccc2-3)cc1,32%,15%,-4%,0.9,-8.0%,-3%,7%,-0.4%,4%
CC(Oc1ccccc1)c1nnc(N)s1 (configuration not stated),2%,1%,1%[20 µM],1,-1.7%,-13%,5%,x,11%

Compound profiles, as listed above. Order of values: HEK293 NOD2/NF-kB, human PMI inhibition, KOR beta-arrestin-2, TNAP activators, XIAP antagonists, LYP inhibition, PMI inhibition, KOR beta-arrestin-1, NOD1 inhibition
`Cc1ccc(-n2c(SCC(N)=O)nc3c(c2=O)C2(CCCC2)Cc2ccccc2-3)cc1` is listed as 32%, 15%, -4%, 0.9, -8.0%, -3%, 7%, -0.4%, 4%
`CC(Oc1ccccc1)c1nnc(N)s1` (configuration not stated) is listed as 2%, 1%, 1%[20 µM], 1, -1.7%, -13%, 5%, x, 11%
